# CHRM4 PAM: positive allosteric modulators of human muscarinic M4 receptor. CHO-K1 hM4/Gqi5, Fluo-8 calcium fluorescence, ACh EC20; 0% = ACh EC20, 100% = maximal ACh. activation, % at 3 µM. actives 0.4% (n = 360,000);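 active = activation above its plate's cutoff, the mean activation of sample wells plus 3 SD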; also: some results filed as inactive read as strong as hits
# Target sequence (P08173 whole entry, looked up): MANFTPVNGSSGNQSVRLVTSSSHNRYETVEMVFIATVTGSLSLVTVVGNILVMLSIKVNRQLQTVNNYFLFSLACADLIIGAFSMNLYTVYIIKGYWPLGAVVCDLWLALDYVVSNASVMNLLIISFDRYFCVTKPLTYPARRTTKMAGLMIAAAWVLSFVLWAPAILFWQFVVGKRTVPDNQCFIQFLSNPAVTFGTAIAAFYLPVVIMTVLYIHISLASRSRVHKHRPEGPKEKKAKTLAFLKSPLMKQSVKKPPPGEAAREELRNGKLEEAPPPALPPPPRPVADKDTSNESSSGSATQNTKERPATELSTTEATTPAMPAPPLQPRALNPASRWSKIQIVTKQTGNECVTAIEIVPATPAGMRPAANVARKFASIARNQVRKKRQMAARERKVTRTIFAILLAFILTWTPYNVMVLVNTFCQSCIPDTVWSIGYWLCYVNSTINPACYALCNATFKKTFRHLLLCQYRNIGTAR
# CRFR2-BP antag: antagonists of CRF-binding protein/CRF-R2 receptor complex. HEK293 CRF-R2/CRF-BP, CRF-induced calcium fluorescence. AID 588475. actives 0.59% (n = 350,000). inhibition, % at 11.8 µM;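 active = inhibition of the ligand-induced calcium signal above about 50% at the single tested concentration, limit read from the data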
# M5 antag: CHRM5 antagonism in calcium assay. CHO-hM5 cells, Fluo-8 calcium fluorescence, ACh EC80. actives 0.59% (n = 360,000). inhibition, % at 3 µM. P08912;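 active = inhibition above a per-plate cutoff, the mean of that plate's test compounds plus 3 SD, cut at about 27% in these data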;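 also: 0% = acetylcholine EC80 with DMSO and 100% = DMSO without agonist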
# Target sequence (P08912 whole entry, looked up): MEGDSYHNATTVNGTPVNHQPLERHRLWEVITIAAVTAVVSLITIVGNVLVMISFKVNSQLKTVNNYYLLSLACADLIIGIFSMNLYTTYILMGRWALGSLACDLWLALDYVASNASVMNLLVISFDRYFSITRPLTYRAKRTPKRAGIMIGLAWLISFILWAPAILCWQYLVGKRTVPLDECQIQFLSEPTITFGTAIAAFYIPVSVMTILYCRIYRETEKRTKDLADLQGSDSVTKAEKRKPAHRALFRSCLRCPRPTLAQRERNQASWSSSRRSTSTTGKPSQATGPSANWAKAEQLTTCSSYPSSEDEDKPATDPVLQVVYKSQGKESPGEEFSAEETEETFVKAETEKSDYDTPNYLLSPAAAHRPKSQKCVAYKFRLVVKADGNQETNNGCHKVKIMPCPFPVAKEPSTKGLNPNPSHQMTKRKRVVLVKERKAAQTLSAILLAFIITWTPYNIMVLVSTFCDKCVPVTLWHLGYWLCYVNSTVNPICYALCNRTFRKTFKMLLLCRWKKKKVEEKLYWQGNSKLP
# M5 PAM: positive allosteric modulators of human muscarinic M5 receptor; P08912; CHO-K1 hM5, Fluo-8 calcium, ACh EC20 PAM; 0% = ACh EC20, 100% = ACh EC100; activation, % at 3 µM; actives 0.3% (n = 360,000); AID 624038;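 active = activation above the run cutoff, the mean activation of all test compounds plus 3 SD, cut at about 18% in these data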
#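 Measured by: Fluo-8 calcium fluorescence; material: human M5 receptor in CHO-K1 cells; schedule: Post-acetylcholine fluorescence recording 140 s; benchmarks: low control EC20 acetylcholine (0%), high control EC100 acetylcholine (100%); read-out: Max/basal fluorescence ratio as % of EC20–EC100 ACh window; compound: single dose, 3 µM nominal final test concentration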
# CHRM5 agonist: CHRM5 agonism in calcium assay. P08912. activation, % at 3 µM. CHO-K1 hM5 cells, Fluo-8 calcium fluorescence; 0% DMSO wells, 100% maximal acetylcholine response. actives 0.19% (n = 360,000);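 active = activation above the run's mean over test compounds plus 3 SD, cut at about 23% in these data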;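 also: signal is peak over basal fluorescence ratio across the kinetic read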
# CHRM4 antagonist: CHRM4 antagonism in calcium assay; P08173; CHO-hM4 cells, ACh EC80, Fluo-8 calcium fluorescence; inhibition, % at 3 µM; actives 0.73% (n = 360,000);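 active = inhibition above its plate's cutoff, the mean inhibition of sample wells plus 3 SD, cut at about 27% in these data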;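 also: 0% = acetylcholine EC80 with DMSO and 100% = DMSO without agonist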
# IDE inh: inhibitors of human insulin-degrading enzyme in cells | AID 434962 | inhibition, % at 5.59 µM | actives 0.41% (n = 320,000) | HEK cells, FAbetaB cleavage, fluorescence polarization;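 active = percent inhibition above the average of all tested compounds plus 3 SD, set per screening campaign, cut at about 16% in these data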;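 also: IDE supplied by intact live HEK cells; FP after avidin binding of uncleaved biotin substrate so inhibition keeps polarization high; 0% = DMSO wells and 100% = 60 µM reference IDE inhibitor Ii1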
# CRFR2-BP ag: agonists of human CRF-binding protein/CRF-R2 receptor complex; HEK293 CRF-R2/CRF-BP, calcium dye fluorescence (FLIPR); percent of saturating CRF peptide response; AID 588473; activation, % at 13.2 µM; actives 0.46% (n = 350,000);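 active = activation of at least 50%, plus an integration ratio under a set limit after plate pattern correction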;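 also: plate controls were neutral control wells without compound for no effect and CRF at EC100 for full effect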
# M4 ag: agonists of human muscarinic M4 receptor (CHRM4); CHO-K1 hM4/Gqi5, Fluo-8 calcium fluorescence; vehicle 0%, full acetylcholine response 100%; activation, % at 3 µM; P08173; actives 0.14% (n = 360,000);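 active = activation above the run mean over all test wells plus 3 SD, cut at about 32% in these data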;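 also: peak over basal fluorescence ratio per well then scaled between controls; 0% = DMSO wells and 100% = acetylcholine at EC100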
# Starred values were filed as active, the others as inactive; nt = not tested or not shown.
SMILES,CHRM4 PAM,CRFR2-BP antag,M5 antag,M5 PAM,CHRM5 agonist,CHRM4 antagonist,IDE inh,CRFR2-BP ag,M4 ag
CCn1c(COC(=O)CNC(=O)c2ccccc2)nc2cc(S(=O)(=O)N(C)C)ccc21,-4,-10,1,2,3,6,-1,0.3,0
C/C(=N\NC(=O)C1CCCN(S(=O)(=O)c2ccccc2)C1)c1ccccn1 (configuration not stated),-14,-7,12,-16,-2,14,-2,-1.6,7
CCN(CC(=O)Nc1ccc(NC(C)=O)cc1)C(=O)C1CC(=O)N(Cc2ccc(C)cc2)C1 (configuration not stated),11,-6,6,1,1,-10,5,0.6,1
O=C(NC(=S)Nc1ccccc1N1CCCC1)c1ccc([N+](=O)[O-])cc1,2,-18,-5,-7,-7,-7,1,-2.7,0
COc1ccc(COc2ccc3c(C)cc(=O)oc3c2)cc1,-8,6,-3,15,0,-8,-1,-0.3,-1
C=C1CCN([C@H](C(=O)O)C(C)C)S(=O)(=O)c2ccccc21,6,-5,10,1,1,-2,6,1.1,-1
COc1cc(/C=C/C(=O)OCC(=O)N2CC(=O)Nc3ccccc32)ccc1O,-11,-2,10,-9,0,-10,2,-2.8,4
CSc1nc(NS(=O)(=O)c2ccc(F)cc2F)nn1C,1,2,-1,1,-2,-1,3,-0.7,0
CC(=O)c1ccc(N2C(=NC(=O)COc3ccccc3)SC3CS(=O)(=O)CC32)cc1 (configuration not stated),3,-6,-13,0,-6,-18,5,-0.1,2
COC(=O)C1=C(C(=O)c2ccccc2)C(c2ccc(OC)c(OC)c2)Nc2nnnn21 (configuration not stated),-5,-55,1,1,-1,-4,-2,2.8,0
Cc1nn(CCOc2ccccc2)c(=O)n1-c1ccc(F)cc1,16,7,-3,9,5,-13,2,1.1,1
Cc1ccc2nc(C(F)OC(F)(F)F)[nH]c2c1 (configuration not stated),6,9,-8,5,2,2,8,0.0,-1
O=C1CCC(OCc2ccccc2)CCN1[C@H](CSc1ccccc1)Cc1ccccc1 (some centres not stated),-2,nt,-1,-5,3,-8,nt,nt,2
COC(=O)C1CCN(S(=O)(=O)c2ccc(NC(C)=O)cc2)CC1,9,6,1,-1,-8,-2,-3,-1.3,1
CCCNc1c(NS(=O)(=O)c2ccc(C(C)(C)C)cc2)c(=O)oc2ccccc12,-8,2,11,-7,0,-2,-1,-1.0,1
COc1ccccc1N1CC(C(=O)Nc2ccc(S(=O)(=O)N3CCOCC3)cc2)CC1=O (configuration not stated),1,-27,0,-3,-1,1,4,2.2,1
CCCSc1nnc(-c2cnn(-c3ccccc3)c2-n2cccc2)n1C,-6,26,12,-5,-4,5,-6,1.0,1
COc1ccc2c(c1)C=C(CN1CCN(Cc3ccccc3C)C(CCO)C1)CO2 (configuration not stated),-11,-4,7,0,-1,10,-1,-1.0,3
O=C(NC1CCCCC1)c1ccc(-c2ccc(Cl)cc2)o1,1,-16,-7,0,-3,-19,5,1.9,0
O=C(c1ccc2c(=O)n(Cc3ccc4c(c3)OCO4)c(=O)[nH]c2c1)N1CCN(c2ccccc2)CC1,2,-6,-4,0,-3,3,1,1.5,1
O=C(O)C1CCN(Cc2oc(CO)cc(=O)c2O)C1 (configuration not stated),4,20,5,3,3,-13,nt,1.5,1
CCOc1ccc(CN(C)C(C)C(=O)NCc2ccccc2)cc1 (configuration not stated),-7,1,-3,-2,0,0,1,-1.3,-1
CCc1ccc(NS(=O)(=O)c2ccc3c(c2)oc(=O)n3C)cc1,-12,-30,6,-12,7,17,0,0.8,26
OCCC1CN(Cc2cnc(-c3ccccc3)s2)CCN1Cc1ccccc1 (configuration not stated),5,11,-10,2,-1,-5,0,3.4,4
COC1CCCN(Cc2cn(C)nc2-c2ccc(Oc3ccccc3)cc2)C1 (configuration not stated),-6,21,6,5,-9,-16,6,-1.8,2

# Following part:
SMILES,CHRM4 PAM,CRFR2-BP antag,M5 antag,M5 PAM,CHRM5 agonist,CHRM4 antagonist,IDE inh,CRFR2-BP ag,M4 ag
COc1ccc(-c2cc(C(F)(F)F)nc(-n3cncn3)n2)cc1,5,-5,2,-2,-5,-9,2,-3.5,0
CNc1cc(-c2cc(OC)ccc2OC)ncn1,-12,nt,1,0,0,73*,nt,nt,-1
CC(C)(C)C(=O)Nc1ccc(N2CCN(C(=O)c3cccs3)CC2)cc1,-10,4,-1,-3,1,10,nt,-1.1,0
O=c1c2ccccc2nc(-c2ccccc2)n1Cc1ccc(Cl)cc1,0,0,0,-3,0,2,1,-2.0,-2
COC(=O)C1CCN(C(=O)C2CCC(=O)N(CCc3cccc(F)c3)C2)CC1 (configuration not stated),7,3,-7,3,2,0,1,-0.8,1
O=C(Nc1ccccc1)N1CCN2C(=O)c3ccccc3C12c1ccccc1 (configuration not stated),5,-20,-7,-1,-4,-23,-3,0.1,3
CCC(CC)C(=O)Nc1ccc(Nc2ccccc2)cc1,1,2,4,-6,-1,3,11,-1.2,1
Cc1cccc(N2CCN(c3nnnn3-c3ccccc3)CC2C)c1 (configuration not stated),-7,-7,6,-3,-3,-2,-3,0.3,2
O=C(NCC1CCCO1)c1cc2ccccc2o1 (configuration not stated),7,-3,-5,12,1,9,2,1.6,1
CC(C)(C)NC(=O)C[C@H]1C[C@H](C(=O)N2CCOCC2)[C@@]2(C)c3[nH]c4cc(-c5ccco5)ccc4c3CCN2C1=O,2,-6,-12,6,0,-7,nt,-3.2,3
CCC(C)(C)NC(=O)CSc1nc(Cc2ccccc2)nc2ccccc12,-3,10,-3,5,4,3,nt,-1.9,-2
CCCCCN1CSC(=S)N(Cc2ccccc2)C1,-1,-14,-1,2,0,-3,4,4.5,0
CCC1(c2ccccc2)NC(=O)N(CC(=O)Nc2cc(S(=O)(=O)N3CCCCCC3)ccc2OC)C1=O (configuration not stated),-10,13,8,-16,3,15,-3,-0.3,22
O=C(O)C1=C(C(=O)Nc2cccc(C(F)(F)F)c2)CCCC1,12,-21,2,0,-4,-22,2,1.1,-1
CS(=O)(=O)N(CC(=O)N1CCN(c2ccccc2)CC1)c1cc(C(F)(F)F)ccc1Cl,4,8,2,0,1,5,2,-0.2,4
COC(=O)c1ccc(COC(=O)CNC(=O)c2cccc(OC)c2)o1,1,-13,3,-3,3,-5,0,0.6,2
C/C=C(/C)C(=O)O[C@@H]1[C@H](OC(C)=O)c2c(ccc3ccc(=O)oc23)OC1(C)C,5,-3,10,1,-2,3,-1,0.5,1
COc1ccc(/C=C\C(=O)Oc2cccc(/C=N/NC(=O)Cc3ccc(OC)c(OC)c3)c2)cc1,5,-5,-6,-4,-1,3,5,-0.6,3
Cc1[nH][nH]c(=O)c1N=Nc1ccc(S(N)(=O)=O)cc1,1,1,18,-6,-3,6,6,-2.4,0
Cc1nc2ccccc2n1CC(=O)OCC(=O)N1CCC(C)CC1,-9,2,10,-13,14,4,1,2.9,10
Nc1nc(N2CCOCC2)cc(=O)[nH]1,7,5,2,1,0,4,7,-0.6,0
Cc1ccc(S(=O)(=O)N2CCOCC2)cc1NC(=O)COC(=O)c1ccc2c(c1)OCO2,6,-9,-14,3,1,-4,1,3.5,3
Cc1ccc2c(CN3CCCCC3C)cc(=O)oc2c1C (configuration not stated),-1,-5,0,-1,-6,-2,nt,-3.5,-2
Cc1ccc(N)c(C(O)(C(F)(F)F)C(F)(F)F)c1,-1,0,-2,-5,1,-3,-2,2.3,1
O=C(NCCCN1CCN(CCCNC(=O)c2ccccc2F)CC1)c1ccccc1F,22,17,-7,2,-4,-2,1,-0.6,0

# Some of these compounds in order of heavy-atom count, low to high.
SMILES,CHRM4 PAM,CRFR2-BP antag,M5 antag,M5 PAM,CHRM5 agonist,CHRM4 antagonist,IDE inh,CRFR2-BP ag,M4 ag
Nc1nc(N2CCOCC2)cc(=O)[nH]1,7,5,2,1,0,4,7,-0.6,0
CNc1cc(-c2cc(OC)ccc2OC)ncn1,-12,nt,1,0,0,73*,nt,nt,-1
CCC(CC)C(=O)Nc1ccc(Nc2ccccc2)cc1,1,2,4,-6,-1,3,11,-1.2,1
O=C(Nc1ccccc1)N1CCN2C(=O)c3ccccc3C12c1ccccc1 (configuration not stated),5,-20,-7,-1,-4,-23,-3,0.1,3
O=C(NCCCN1CCN(CCCNC(=O)c2ccccc2F)CC1)c1ccccc1F,22,17,-7,2,-4,-2,1,-0.6,0

# Carrying on.
SMILES,CHRM4 PAM,CRFR2-BP antag,M5 antag,M5 PAM,CHRM5 agonist,CHRM4 antagonist,IDE inh,CRFR2-BP ag,M4 ag
COc1ccc(-n2c(SCC(=O)Nc3cccc4ccccc34)nc(O)cc2=O)cc1,5,8,5,6,-1,-4,2,0.8,0
Cc1ccc(S(=O)(=O)Nc2ccc(S(=O)(=O)Nc3nccs3)cc2)c([N+](=O)[O-])c1,1,-9,2,5,3,3,6,-0.6,4
CCSC1(SCC)N=C(N)C2(C#N)C(c3ccccc3)NC(C)=C(C)C12C#N (configuration not stated),3,-2,-2,6,-1,-7,nt,-0.5,5
OC(CNCCc1ccc(C(F)(F)F)cc1)COc1ccc2ccccc2c1 (configuration not stated),-3,-72,6,3,2,2,1,7.4,6
O=C(CSc1nnnn1C1CCCCC1)NCc1cccs1,1,21,2,1,-1,1,5,-0.5,0
COCc1cc(=O)c2ccccc2o1,2,2,19,-21,-4,6,-1,-1.8,2
CCc1nc(N)c(C#N)c(-c2cccnc2)c1C,-7,3,0,4,-3,8,9,1.7,0
CCc1nc2c(OCc3ccc(Cl)cc3)cccn2c1N(C)C(=O)C1CC1,1,nt,-5,0,-3,-7,nt,nt,0
N#Cc1cccc(NC(=O)CSc2nnc(-c3n[nH]c4ccccc34)o2)c1,-10,-35,7,-11,4,-9,7,2.3,18
C=CCc1cccc(/C=N/NC(=O)CCC(=O)Nc2ccc(C)cc2)c1O,-1,17,3,-2,-2,-5,3,1.4,0
C[C@@H]1COC(=O)[C@H](NC(=O)OCC2c3ccccc3-c3ccccc32)C/C=C\C[C@@H](CC(=O)N[C@H](CO)Cc2ccccc2)C(=O)N1,4,10,1,-6,1,-21,7,4.1,1
CN(C)S(=O)(=O)c1ccc(C(=O)Nc2cccnc2)cc1,5,1,-7,-3,-1,-3,0,2.7,1
O=C(COC(=O)Cc1c[nH]c2ccccc12)Nc1cccc2ccccc12,-2,3,-2,-5,0,1,2,-0.3,7
O=C(Nc1ccccc1)N(Cc1cccnc1)Cc1ccco1,7,-16,-1,-8,-5,-15,0,-1.8,2
CCOC(=O)c1c(C)c(C)n(Cc2cccc(OC)c2OC)c1C,9,19,-6,0,-1,-1,-4,-3.6,0
CN(CC(=O)Nc1ccc(F)cc1)C(=O)c1ccc(-c2ccc(Cl)cc2)o1,-1,-9,14,-5,-2,18,2,-0.3,0
Cc1cccc(NC(=O)Nc2ccc(OCc3ccccc3)cc2)n1,0,-2,-3,-1,-3,-5,-4,0.4,0
O=C(O)CC1Cc2ccccc2C1C(=O)O (configuration not stated),5,10,6,4,1,-10,nt,-3.6,1
C[C@H]1CN([C@@H](C)CO)C(=O)c2cc(Br)cnc2O[C@H]1CN(C)C(=O)c1cnccn1,1,-10,-1,4,0,-9,nt,0.1,0

# Source: PubChem BioAssay (several laboratories)
